# Screening results (PubChem BioAssay)
# GSTO1 inh – blocks human GSTO1 in RBBP9 counter-screen. P78417. recombinant GSTO1, activity-based probe fluorescence polarization. inhibition, % at 5.96 µM. actives 1.1% (n = 300,000);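 active = inhibition above the campaign mean inhibition plus 3 SD, cut at about 35% in these data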;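 note: 0% = GSTO1-1 with DMSO and 100% = wells lacking GSTO1-1 enzyme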
# PAFAH2 inh – inhibitors of human PAFAH2 | actives 0.99% (n = 340,000) | Q99487 | inhibition, % at 3.39 µM | AID 492956 | recombinant PAFAH2, FP-rhodamine activity probe, fluorescence polarization;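 active = inhibition above the mean over all tested compounds plus 3 SD, cut at about 30% in these data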;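 note: inhibitors block probe labeling of enzyme so polarization drops; 0% = enzyme with DMSO and 100% = wells lacking PAFAH2 protein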
# Fam108B inh – counter-screen for RBBP9 inhibitors: inhibitors of mouse Fam108B. recombinant Fam108B, FP-Rh probe fluorescence polarization. inhibition, % at 9.51 µM. actives 0.33% (n = 300,000);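 active = inhibition above the screen mean inhibition plus 3 SD, computed separately per campaign, cut at about 18% in these data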;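 note: inhibitors lower polarization as less probe binds the enzyme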
# LYPLA1 counter – counter-screen for PME1 inhibitors: inhibitors of human LYPLA1 | O75608 | recombinant LYPLA1, FP-Rh probe fluorescence polarization | inhibition, % at 5.9 µM | actives 0.16% (n = 320,000) | AID 2174;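 active = inhibition above the mean of all tested compounds plus 3 SD, set per campaign, cut at about 14% in these data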;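 note: inhibitors block serine hydrolase probe labeling of LYPLA1 so polarization falls; 0% = enzyme with DMSO and 100% = wells lacking LYPLA1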
# PAD4 inh – inhibitors of human PAD4 | recombinant PAD4, RCA probe fluorescence polarization | inhibition, % at 6.36 µM | actives 0.41% (n = 330,000) | AID 485272;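 active = percent inhibition above a cutoff equal to the mean of all tested compounds plus 3 SD, cut at about 15% in these data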;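 note: 0% = PAD4 with RCA probe and DMSO and 100% = probe without PAD4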
# pPAFAH FP inh – pPAFAH (human) enzyme inhibition | AID 463082 | inhibition, % at 3.39 µM | Q13093 | recombinant pPAFAH, FP-rhodamine probe fluorescence polarization | actives 1.5% (n = 330,000);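 active = inhibition above the mean inhibition across the screen plus 3 SD, cut at about 25% in these data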;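 note: inhibitors block binding of the rhodamine activity-based probe so polarization drops; 0% = enzyme with DMSO and 100% = wells lacking pPAFAH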
# Target sequence (Q13093 whole entry, looked up): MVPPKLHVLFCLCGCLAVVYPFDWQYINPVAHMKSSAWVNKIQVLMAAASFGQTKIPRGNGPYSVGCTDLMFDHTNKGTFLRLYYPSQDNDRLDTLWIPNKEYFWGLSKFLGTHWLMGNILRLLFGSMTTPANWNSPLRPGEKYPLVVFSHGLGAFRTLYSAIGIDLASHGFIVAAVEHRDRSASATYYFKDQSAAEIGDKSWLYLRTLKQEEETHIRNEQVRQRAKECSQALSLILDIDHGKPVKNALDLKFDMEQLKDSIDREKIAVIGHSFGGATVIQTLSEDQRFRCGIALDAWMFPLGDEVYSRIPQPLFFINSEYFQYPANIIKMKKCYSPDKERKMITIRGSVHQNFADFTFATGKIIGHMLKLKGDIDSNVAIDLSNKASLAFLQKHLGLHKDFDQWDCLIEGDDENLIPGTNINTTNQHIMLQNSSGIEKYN
# PME-1 inh – blocks human protein phosphatase methylesterase 1; Q9Y570; recombinant PME-1, FP-Rh probe fluorescence polarization; inhibition, % at 5.9 µM; actives 0.53% (n = 320,000); AID 2130;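 active = inhibition above the campaign mean of all compounds plus 3 SD, cut at about 26% in these data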;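 note: competitive labeling of PME-1 active site by serine hydrolase directed probe; 0% = PME-1 with DMSO and 100% = wells lacking PME-1 enzyme; inhibitors block probe labeling so polarization falls and inhibition rises; many of its hits are not listed in these tables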
# Target sequence (Q9Y570 whole entry, looked up): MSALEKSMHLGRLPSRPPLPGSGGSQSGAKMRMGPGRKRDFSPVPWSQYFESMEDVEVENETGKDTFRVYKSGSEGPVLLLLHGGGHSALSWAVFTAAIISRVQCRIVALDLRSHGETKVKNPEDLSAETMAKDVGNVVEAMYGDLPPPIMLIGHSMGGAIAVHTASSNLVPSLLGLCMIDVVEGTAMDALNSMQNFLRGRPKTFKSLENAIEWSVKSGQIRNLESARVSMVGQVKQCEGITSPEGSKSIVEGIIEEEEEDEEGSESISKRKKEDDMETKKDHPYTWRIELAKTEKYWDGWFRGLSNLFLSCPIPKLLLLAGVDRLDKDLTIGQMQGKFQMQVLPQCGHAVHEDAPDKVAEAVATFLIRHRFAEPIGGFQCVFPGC
# PAFAH1B2 FP inh – inhibitors of human PAFAH1B2; AID 492953; recombinant PAFAH1B2, FP-rhodamine activity probe, fluorescence polarization; inhibition, % at 3.39 µM; P68402; actives 1.2% (n = 340,000);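 active = inhibition above the mean of all tested compounds plus 3 SD, cut at about 24% in these data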;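 note: 0% = enzyme with DMSO and 100% = wells lacking PAFAH1B2; many of its hits are not listed in these tables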
# Target sequence (P68402 whole entry, looked up): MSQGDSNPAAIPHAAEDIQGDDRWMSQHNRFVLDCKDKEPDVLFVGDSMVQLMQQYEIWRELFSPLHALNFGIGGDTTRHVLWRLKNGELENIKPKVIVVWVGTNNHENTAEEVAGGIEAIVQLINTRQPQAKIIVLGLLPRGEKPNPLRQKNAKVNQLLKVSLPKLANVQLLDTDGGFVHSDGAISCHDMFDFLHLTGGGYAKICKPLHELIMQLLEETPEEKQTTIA
# PAFAH1B3 FP inh – PAFAH1B3 (human) inhibition; Q15102; inhibition, % at 3.39 µM; recombinant PAFAH1B3, FP-rhodamine probe, fluorescence polarization; AID 492972; actives 0.28% (n = 340,000);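 active = inhibition above the screen-wide average of all tested compounds plus 3 SD, cut at about 25% in these data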;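 note: 0% = enzyme with DMSO only and 100% = wells lacking PAFAH1B3 protein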
# Numbers without * were called inactive; · = not tested or not shown.
SMILES,GSTO1 inh,PAFAH2 inh,Fam108B inh,LYPLA1 counter,PAD4 inh,pPAFAH FP inh,PME-1 inh,PAFAH1B2 FP inh,PAFAH1B3 FP inh
Cc1[nH]c(=O)[nH]c(=O)c1S(=O)(=O)N1CCCC1,2,7,1,-1,-7,0,3,-1,-4
Cc1cccc(N2CCN(C(=O)c3cc(S(=O)(=O)N4CCCC4)cn3C)CC2)c1C,-5,10,1,2,2,7,-1,-6,-4
Cc1[nH]n(-c2ccc([N+](=O)[O-])cc2)c(=O)c1C=NCCN1CCN(C(=O)c2ccccc2F)CC1,-4,-9,2,-1,-2,3,1,2,6
O=C(Nc1c2c(nn1-c1cccc(Cl)c1)CS(=O)(=O)C2)c1cccs1,4,6,4,-1,-3,2,6,0,8
Cc1ccc(N(CCC(=O)N2CCOCC2)S(=O)(=O)c2ccccc2)cc1,·,-4,·,0,-1,1,-1,6,11
COc1ccccc1NC(=O)COc1ccccc1C(=O)c1cnn(-c2ccccc2)c1,-2,-11,1,-7,-6,-1,-9,0,8
COc1cc2ccccc2cc1C(=O)Nc1ccc(O)cc1,3,-1,4,-5,-3,6,-2,2,6
COCCSc1ccccc1C(=O)Nc1ccc([N+](=O)[O-])cc1OC,4,1,-1,-2,0,1,7,-1,1
Cc1cc(C(=O)NC(C)c2ccncc2)cs1 (centres undefined),3,0,1,3,0,7,2,1,0
CCc1cc2cc(C(=O)N3CCN(c4ccccc4)CC3)sc2s1,18,-7,0,1,-3,5,-6,-1,-1
CC(C)NC(=O)c1ccccc1S(=O)(=O)c1ccccc1C#N,-1,-3,2,1,-3,6,2,-2,2
CN(CC(=O)Nc1ccc(F)cc1)C(=O)Cn1c(=O)oc2ccccc21,·,3,·,-1,0,0,-6,1,8
COc1ccccc1OCC(=O)Nc1ccc(S(=O)(=O)Nc2nc(C)cc(C)n2)cc1,-3,3,4,1,-2,2,3,-6,1
CCC(CC)Nc1ccc(C(CC(N)=O)NC(=O)Cc2cccc3ccccc23)cc1[N+](=O)[O-] (centres undefined),7,-8,2,-6,0,1,-7,3,-3
COc1ccc(-c2ccc(SCC(=O)NCc3ccc4c(c3)OCO4)nn2)cc1OC,3,9,1,-2,2,1,-5,-5,2
CCc1nn(C(C)C(=O)NC2CCCCCC2)c(=O)c2cc3occc3n12 (centres undefined),0,6,0,2,-5,0,0,6,8
CCCCn1c(-c2ccc(C(C)(C)C)cc2)nc2cc3[nH]c(=O)c(C(C)C)nc3cc21,18,-1,2,-7,0,4,-2,1,11
Cc1cc(C)c(NC(=O)CCCN2CCCC2)c(C)c1,6,1,1,2,-1,5,-4,5,11
CCn1c(C2CC(=O)N(c3ccc(C)c(C)c3)C2)nc2ccccc21 (centres undefined),2,-1,1,12,3,6,4,4,1
CCOc1ccccc1NC(=O)CCS(=O)(=O)c1cccs1,5,3,0,4,3,5,-4,4,-2
COc1ccc(S(=O)(=O)N2CCC(N3CCCCC3)CC2)cc1,4,-6,2,1,-1,3,0,0,2
CC(=O)Nc1cc2nn(-c3ccccc3)nc2cc1C,9,-2,1,5,-2,9,0,5,7
O=C(/C=C/c1ccc(Cl)cc1)NCCCN1CCOCC1,2,3,1,0,0,-2,4,7,-4
CC(=O)c1cn(C(=O)c2ccc(Cl)cc2)c2ccccc12,-3,1,-1,-4,-4,1,-1,4,0
O=C(NCC1OCCCN1S(=O)(=O)c1ccc(F)cc1)C(=O)NC1CCCC1 (centres undefined),0,0,5,-3,3,0,-1,-1,-2

# Next part
SMILES,GSTO1 inh,PAFAH2 inh,Fam108B inh,LYPLA1 counter,PAD4 inh,pPAFAH FP inh,PME-1 inh,PAFAH1B2 FP inh,PAFAH1B3 FP inh
c1cncc(-c2ccnc3ncnn23)c1,4,3,-4,1,-4,0,0,0,0
CCCCn1c(O)c(N=NC(=O)c2ccncc2)c2cc(Br)ccc21,1,0,-6,2,2,4,-7,3,0
Cc1ccc(N(CC(=O)NCc2ccc3c(c2)OCO3)C(=O)c2csnn2)cc1,9,8,-3,0,1,1,2,5,0
COc1ccc(OC)c(S(=O)(=O)CC(O)CS(=O)(=O)c2ccccc2)c1 (centres undefined),-2,-1,-5,-1,2,-4,0,4,4
O=C(Nc1ccc2[nH]c(=O)[nH]c2c1)c1cccc([N+](=O)[O-])c1,-2,4,2,-1,6,-2,2,2,8
Cc1ccc(C2CC(C(F)(F)F)n3nc(C(=O)NCc4c(C)nn(C)c4C)c(Cl)c3N2)cc1 (centres undefined),2,4,-3,1,-1,11,1,0,3
CCN(c1ccc(NC(=O)CN2C(=O)NC3(CCOc4ccccc43)C2=O)cc1)C(C)C (centres undefined),7,-9,5,2,3,20,2,3,-1
N=C1C(c2nc3ccccc3[nH]2)=C(O)CN1C1CCCCC1,12,4,1,1,0,0,4,4,4
Cc1ccc(NC(=O)Cn2c(=O)c3cccn3c3ccccc32)cc1,-9,-4,-4,0,-3,-5,-1,-2,5
CCN(C(=O)c1ccc(NC(C)=O)cc1)c1ccccc1C,17,-5,2,0,4,0,3,1,10
Cc1cccc(NC(=O)C2(c3ccccc3)CC2(Cl)Cl)c1 (centres undefined),-6,-5,2,0,-9,-3,-3,14,3
CCCc1cc(=O)oc2cc(C)cc(OC(C)C(=O)NCC(O)c3ccccc3)c12 (centres undefined),6,0,-3,3,-2,1,4,0,12
O=C(CSc1ncccn1)N1CCCc2ccccc21,-8,-2,1,-2,-9,-3,-13,10,4
O=C(c1cnccn1)N1CCN(c2ccccc2)CC1,-8,-4,0,1,2,5,1,-1,-2
CCOc1ccc2nc(C(=O)N3CCCC(C)C3)sc2c1 (centres undefined),5,3,0,0,2,5,5,0,-7
O=C1C2CC=CCC2C(=O)N1Cc1ccccc1Cl (centres undefined),1,-5,1,4,7,1,-2,6,5
Cc1nn(Cc2ccccc2Cl)c(C)c1C(=O)N1CCN(c2ccccc2)CC1,3,6,14,3,1,1,-3,-1,2
OCCC1CN(Cc2cn[nH]c2C2CCCCC2)CCN1C1CCCCC1 (centres undefined),-4,2,3,-1,0,5,0,-2,8
COCCn1c(=S)[nH]c2cc(C(=O)N3CCCC(C)C3)ccc2c1=O (centres undefined),4,-3,0,4,-4,0,2,5,0
Cc1cccc(NC(=O)C2CCCN(S(=O)(=O)c3c(C)nn(C)c3C)C2)n1 (centres undefined),16,5,-2,-1,-2,-1,-3,4,8
O=[N+]([O-])c1cccc(-c2nc3ccccc3s/c2=N/O)c1,0,-30,-15,-25,-8,-46,-15,-15,-41
C[C@@]1([C@@H](NC(=O)c2cccs2)c2ccc(-c3ccccc3)cc2)C[C@H]1C1CCCCC1,-6,-1,-1,-2,-8,-1,-3,-3,-6
CC(C)COc1nc2c(c(=O)n(C)c(=O)n2C)n1C,10,-1,-3,-2,1,4,-7,7,9
CCN(Cc1ccccc1)S(=O)(=O)c1cc(C(=O)c2c(N)n(C)c(=O)n(C)c2=O)ccc1OC,1,3,-3,0,4,0,16,3,-3
CCN1C(=O)[C@H]2[C@@H](c3ccc(-c4ccc(OC)cc4)c(OC)c3)N3CCCC[C@@]3(C(=O)OC)[C@H]2C1=O,-6,-4,-4,-2,6,-3,-2,5,-6

# Next section:
SMILES,GSTO1 inh,PAFAH2 inh,Fam108B inh,LYPLA1 counter,PAD4 inh,pPAFAH FP inh,PME-1 inh,PAFAH1B2 FP inh,PAFAH1B3 FP inh
Cc1cccc(NC(=O)c2cccc(N3C(=O)C4C5CCC(C5)C4C3=O)c2)c1C (centres undefined),-1,-3,-1,2,0,6,-3,1,5
C[C@H](NC(=O)OC(C)(C)C)C(=O)N/N=C/C1=Cc2ccccc2OC1,-7,4,-2,-1,1,5,9,1,3
O=C(Cn1nc([N+](=O)[O-])nc1Br)NC1CCCCC1,3,11,0,0,1,1,0,3,11
COc1ccc2oc(=Nc3ccccc3)c(-c3nc4ccccc4[nH]3)cc2c1,-4,-5,-2,2,0,1,-1,-4,-1
O=C(Cc1ccccc1[N+](=O)[O-])N/N=C/c1cccnc1,1,6,3,5,2,3,4,2,1
COc1ccccc1NS(=O)(=O)c1ccc(C)c(C(=O)NCC2(N(C)C)CCCCC2)c1,·,-3,·,-2,2,1,-1,0,4
CCc1nnc(NS(=O)(=O)c2ccc(NC(=S)NC(=O)/C=C/c3ccccc3)cc2)s1,-6,-15,-12,-7,-2,-3,-7,10,2
O=C(CSc1nnc(Cc2ccccc2)o1)Nc1ccc(Br)cn1,7,-6,0,-2,-1,1,3,3,4
CCC1CCCCN1CCCNC(=O)Cn1ncc2c(C)n(Cc3ccccc3Cl)c(C)c2c1=O (centres undefined),5,5,-1,-1,-4,0,-2,7,0
CCCS(=O)(=O)c1nc(S(=O)(=O)c2ccc(C)cc2)c(NCCN2CCOCC2)s1,-1,-4,1,-4,0,-11,0,1,0
Cc1cc(C)c(S(=O)(=O)NCCSCc2ccco2)c(C)c1,·,3,·,-1,0,16,7,9,3

# Twelve entries already listed, arranged by number of heavy atoms, smallest number first:
SMILES,GSTO1 inh,PAFAH2 inh,Fam108B inh,LYPLA1 counter,PAD4 inh,pPAFAH FP inh,PME-1 inh,PAFAH1B2 FP inh,PAFAH1B3 FP inh
Cc1cc(C(=O)NC(C)c2ccncc2)cs1 (centres undefined),3,0,1,3,0,7,2,1,0
O=C(Cn1nc([N+](=O)[O-])nc1Br)NC1CCCCC1,3,11,0,0,1,1,0,3,11
O=C(c1cnccn1)N1CCN(c2ccccc2)CC1,-8,-4,0,1,2,5,1,-1,-2
CC(=O)c1cn(C(=O)c2ccc(Cl)cc2)c2ccccc12,-3,1,-1,-4,-4,1,-1,4,0
N=C1C(c2nc3ccccc3[nH]2)=C(O)CN1C1CCCCC1,12,4,1,1,0,0,4,4,4
O=C(Nc1c2c(nn1-c1cccc(Cl)c1)CS(=O)(=O)C2)c1cccs1,4,6,4,-1,-3,2,6,0,8
CN(CC(=O)Nc1ccc(F)cc1)C(=O)Cn1c(=O)oc2ccccc21,·,3,·,-1,0,0,-6,1,8
O=C(NCC1OCCCN1S(=O)(=O)c1ccc(F)cc1)C(=O)NC1CCCC1 (centres undefined),0,0,5,-3,3,0,-1,-1,-2
CCCS(=O)(=O)c1nc(S(=O)(=O)c2ccc(C)cc2)c(NCCN2CCOCC2)s1,-1,-4,1,-4,0,-11,0,1,0
CCc1nnc(NS(=O)(=O)c2ccc(NC(=S)NC(=O)/C=C/c3ccccc3)cc2)s1,-6,-15,-12,-7,-2,-3,-7,10,2
COc1ccccc1NS(=O)(=O)c1ccc(C)c(C(=O)NCC2(N(C)C)CCCCC2)c1,·,-3,·,-2,2,1,-1,0,4
CCN(Cc1ccccc1)S(=O)(=O)c1cc(C(=O)c2c(N)n(C)c(=O)n(C)c2=O)ccc1OC,1,3,-3,0,4,0,16,3,-3

# These rows are one share of the data, so the mix of outcomes need not match the whole.
